Screens: PubChem, National Center for Advancing Translational Sciences (NCATS)
LmPK inhibitor: qHTS Assay for Inhibitors of Leishmania Mexicana Pyruvate Kinase (LmPK); purified LmPK, Kinase-Glo ATP luminescence, 1 h; Potency, µM (top dose mostly 57.5 µM), without a hit: at the top dose activity change, negative = inhibition, usual class: inhibitors; 0.37% of 290,000 active; AID 1721, 2009; note: potency is the fitted concentration of half-maximal effect; % is set by controls: 0 for no effect and ±100 for the full control effect
Target sequence (Q27686 whole entry, looked up): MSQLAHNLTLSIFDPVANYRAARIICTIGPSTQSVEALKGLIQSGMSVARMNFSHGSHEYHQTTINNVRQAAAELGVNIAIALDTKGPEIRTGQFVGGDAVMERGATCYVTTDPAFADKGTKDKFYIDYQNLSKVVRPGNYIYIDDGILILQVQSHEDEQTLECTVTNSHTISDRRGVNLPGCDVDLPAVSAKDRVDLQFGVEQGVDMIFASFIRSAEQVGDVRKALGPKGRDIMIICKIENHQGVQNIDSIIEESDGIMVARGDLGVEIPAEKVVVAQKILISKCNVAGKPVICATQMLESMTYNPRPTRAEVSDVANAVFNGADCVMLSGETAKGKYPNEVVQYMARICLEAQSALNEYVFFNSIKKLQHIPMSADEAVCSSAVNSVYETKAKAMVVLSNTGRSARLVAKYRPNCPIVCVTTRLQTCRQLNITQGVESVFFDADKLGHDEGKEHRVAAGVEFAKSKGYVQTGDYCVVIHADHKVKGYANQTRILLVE
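Kinase-Glo luminescence read after 1 h RT reaction of 0.1 nM LmPK with 0.5 mM PEP and 0.1 mM ADP. Activity scaled between uninhibited and enzyme-free controls.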
TbPYK inhibitor: qHTS of Trypanosoma Brucei Inhibitors | 0.12% of 410,000 active | pyruvate kinase (Trypanosoma brucei), Q57TT1 | AID 624173, 2012 | TbPYK enzyme, Kinase-Glo Plus ATP luminescence, 45 min | Potency, µM (titrated, usually from 76.8 µM), without a hit: at the highest dose activity, negative = inhibition, usual class: inhibitors; note: potency is the fitted concentration of half-maximal effect; % is set by controls: 0 for no effect and ±100 for the full control effect; nearly all actives have a fitted effect of over 50% in size
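Screened from lowest to highest concentration, compounds were pinned into TbPYK/substrate mixtures, and ADP (130 uM final) was added. Plates sat at room temperature for 45 min prior to Kinase-Glo Plus detection by luminescence.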
Pf growth 48h: Primary qHTS for delayed death inhibitors of the malarial parasite plastid, 48 hour incubation; P. falciparum luciferase growth in erythrocytes, 48 h; Potency, µM (top dose mostly 28.7 µM), without a hit: top-dose activity change, negative = inhibition, most hits filed as inhibitors; 5.9% of 310,000 active; AID 504832, 2011; note: potency is the fitted concentration of half-maximal effect; % is set by controls: 0 for no effect and ±100 for the full control effect
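Cell-based growth assay: transgenic P. falciparum expressing firefly luciferase, cultured in red cells within RPMI 1640 containing 0.5% w/v Albumax, 24 mM bicarbonate and gentamycin. A drop in luciferase activity indicates inhibition.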
CHX counter: Cycloheximide Counterscreen for Small Molecule Inhibitors of Shiga Toxin | cell reporter, cycloheximide protein synthesis inhibition counterscreen | max response, % | 12% of 300,000 active | AID 2314, 2010; in the data active = max response mostly above about 13%, no sharp cut-off; inactive = mostly below about 14%; note: read at 38.3 µM for the half of the compounds with a filed dose; 0% is about no effect
Shiga toxin inh: A qHTS for Small Molecule Inhibitors of Shiga Toxin; 9.2% of 290,000 active; Vero cells, Shiga toxin protein synthesis inhibition reporter; inhibition, % at 38.7 µM; in the data active = inhibition mostly above about 28%, no sharp cut-off; inactive = mostly below about 43%; note: 0% is about no effect
AMA1-RON2 inh: qHTS for Inhibitors of AMA1-RON; Towards Development of Antimalarial Drug Lead: Primary Screen. Plasmodium falciparum AMA1 (3D7) - RON2 peptide interaction. AlphaScreen AMA1-biotinylated RON2 peptide binding. Potency, µM (top dose mostly 58.2 µM), for the others: at the top dose activity change, negative = inhibition, usual class: inhibitors. 0.2% of 360,000 active;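 note: potency is the fitted concentration of half-maximal effect; 0% = vehicle wells and -100% = peptide control; nearly all actives have a fitted effect of over 45% in size; some results filed as inactive show a strong effect at the top dose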
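AMA1 (3D7) with his tag at 25 nM final met compounds first, then biotinylated RON2 peptide at 25 nM; detection used donor plus acceptor beads, 10 µg/mL apiece, read by AlphaScreen after 30 min at room temperature.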
Pf growth 96h: Primary qHTS for delayed death inhibitors of the malarial parasite plastid, 96 hour incubation; 6.9% of 320,000 active; Potency, µM (highest dose often 28.7 µM), inactives show top-dose activity change, negative = inhibition, most hits filed as inhibitors; AID 504834, 2011; P. falciparum luciferase reporter growth, 96 h; note: potency is the fitted concentration of half-maximal effect; % is set by controls: 0 for no effect and ±100 for the full control effect
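Delayed-death screen, second-generation endpoint: infected erythrocytes, 2% hematocrit, 0.05% parasitemia final; 96 hours at 37 C, 5% CO2; luciferase detection reagent; luminescence decrease equals reduced growth.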
An asterisk follows results filed as active; ? = inconclusive; nt = no result given; & = joins results of further samples; [ ] = dose if it differs, or a comment. Unless noted, calls come from the whole dose curve; as a rule, active = well fitted curve in the direction sought with a large enough effect; inconclusive = small, poorly fitted or top-dose-only effect, or another doubt; inactive = no such curve, though single readings can be large; an effect the other way counts as inactive or inconclusive.

1: COc1ccc(Cc2nnc(NS(=O)(=O)Cc3ccccc3)s2)cc1
2: NC(=O)c1c(NC(=O)CCCn2cnc([N+](=O)[O-])n2)sc2c1CCCC2
3: O=[N+]([O-])c1ccc(N2CCN(c3ccccc3)CC2)cc1
4: C=CCn1c(SCC(=O)NC2CC2)nnc1-c1cccs1
5: O=C(CSc1nnc(COc2ccccc2Cl)o1)Nc1ccccc1
6: Cc1ccc(S(=O)(=O)N2CCN(C(=O)CCn3nc(C)c(C)c3C)CC2)cc1
7: Cc1ccc(O)c(CCc2ccc(O)cc2)n1
8: Cc1c(NC(=O)c2cc(-c3ccc4c(c3)OCO4)on2)c(=O)n(-c2ccccc2)n1C

Compound	1	2	3	4	5	6	7	8
LmPK inhibitor	2%	2%	-2%	-9%	nt	-4%	-3%	-10%
TbPYK inhibitor	?	?	4%	0%	-6%	1%	4%	1%
Pf growth 48h	6%	35%[activator][5.75 µM]	34%[activator]	18%	-10%	-21%	?	-3%
CHX counter	-2	1	2	3	nt	-2	8	2
Shiga toxin inh	13	5	-8	-29	nt	16	9	7
AMA1-RON2 inh	44%[activator]	-8%	0%	-1%	-1%	-4%	4%	-5%
Pf growth 96h	-14%	22%	-19%	28%	-17%	-27%	79%[activator]	?

9: CN(C)S(=O)(=O)c1ccc(Cl)c(C(=O)NC2CCN(Cc3ccccc3)C2)c1 (centres undefined)
10: Nc1nc(C(F)(F)F)cc(=O)[nH]1
11: COc1cc(/C=C2\SC(N3CCc4ccccc4C3)=NC2=O)cc(OC)c1OC
12: O=C(NCc1ccc(F)cc1)C(=O)NCC1CCCN1S(=O)(=O)c1ccccc1 (centres undefined)
13: COc1ccc(C(=O)COC(=O)CCn2nnc(-c3cccs3)n2)cc1
14: CC1CCN(C(=S)c2ccc(N(C)C)cc2)CC1
15: Cc1cc(C(=O)Nc2ccccn2)no1
16: CCn1ncc(C2=NOC(C(=O)N3CCN(c4ccccc4)CC3)C2)c1C (centres undefined)

Compound	9	10	11	12	13	14	15	16
LmPK inhibitor	-1%	-12%	3%	nt	-2%	4%	-22%	0%
TbPYK inhibitor	1%	3%	-7%	0%	1%	-12%	-7%	6%
Pf growth 48h	6%	36%[activator]	-2%	-19%	26%	6%	120%[activator]	-5%
CHX counter	-3	-2	-1	nt	-2	15	23*	0
Shiga toxin inh	-14	-8	-10	nt	-12	62*	44*	5
AMA1-RON2 inh	9%	-5%	4%	-19%	15%	8%	0%	-5%
Pf growth 96h	-2%	10%	-6%	-24%	nt	-4%[5.75 µM]	15%	57%[activator]

17: COc1ccccc1C1/C(=C(/O)c2ccc(Cl)cc2)C(=O)C(=O)N1CCN1CCOCC1 (centres undefined)
18: Fc1nc(F)c(F)c(NCCCNc2c(F)c(F)nc(F)c2F)c1F
19: O=c1[nH]c(C2CCN(S(=O)(=O)c3ccc4c(c3)OCCO4)CC2)nc2c1nnn2Cc1c(F)cccc1Cl
20: CCOC(=O)C1CCCN(CCC(=O)Nc2cc(OC)ccc2OC)C1 (centres undefined)
21: O=C(Nc1cc2c3c(c1)CC(=O)N3CCC2)c1cccc(F)c1
22: O=C(CSc1nnc(-c2ccncc2)n1Cc1ccccc1)Nc1nccs1
23: CCCCN(C)CCNC(=O)C1CCCN(S(=O)(=O)c2cccc3nsnc23)C1 (centres undefined)
24: CCOc1cc(C2NN=C(c3ccccc3)S2)ccc1OCc1ccc(F)cc1 (centres undefined)

Compound	17	18	19	20	21	22	23	24
LmPK inhibitor	1%	-4%	0%	5%	nt	-4%	4%	-29%
TbPYK inhibitor	-15%	-1%	-4%	2%	0%	-25%	4%&4%	-12%
Pf growth 48h	0%	?	-22%	-123%	-19%	2%	?	184%[activator]
CHX counter	1	2	-3	-3	nt	-3	-8	43*
Shiga toxin inh	-5	-9	-15	-7	nt	-4	-5	112*
AMA1-RON2 inh	-2%	19%	5%	-1%	-13%	6%	-11%	3%
Pf growth 96h	64%[activator]	-9%	-29%	?	2%	?	?	nt

25: COc1ccc(N(CC(=O)NCc2ccccc2OC)S(=O)(=O)c2ccccc2[N+](=O)[O-])c(OC)c1
26: COc1ccccc1Nc1nc(C)c(C(=O)Nc2ccccc2)s1
27: NC(=O)c1ccc(NC(=O)COC(=O)c2ccc([N+](=O)[O-])cc2)cc1
28: NC(=O)C1CCN(C(=O)C(=O)c2cn(CC(=O)N3CCCC3)c3ccccc23)CC1
29: CCn1c2ccccc2c2cc(/C=N/NC(=O)c3ccccc3C)ccc21
30: CCN1C(=O)[C@H]2[C@@H](c3ccc(Cl)cc3)N3C(=O)CN(Cc4ccccc4)C(=O)[C@@]3(C)[C@H]2C1=O
31: CCn1cc(C(=O)N2CCN(c3ccc(OC)cc3)CC2)c(=O)c2cc(S(=O)(=O)N3CCOCC3)ccc21
32: COc1ccccc1NC(=O)C(C)OC(=O)CCSc1ccc(F)cc1 (centres undefined)

Compound	25	26	27	28	29	30	31	32
LmPK inhibitor	3%	3%	-3%	-2%	-1%	-2%	4%	nt
TbPYK inhibitor	2%	-3%	-3%	-6%	-13%	-5%	1%&-18%	-2%
Pf growth 48h	?	?	2%	32%[activator]	?	9%	5%	-14%
CHX counter	1	17	1	9	5	1	-6	nt
Shiga toxin inh	-6	56	-13	-7	-4	-3	-8	nt
AMA1-RON2 inh	-6%	-21%	9%	13%	-6%	9%	-1%	15%
Pf growth 96h	-4%	?	40%[activator]	-5%	-5%	20%	2%	-3%

33: CCOC(=O)c1nc(Nc2ccc(N3CCOCC3)cc2)c2ccccc2n1
34: CCCn1nc(NC(=O)C(C)C)c2cc3cc(OC)ccc3nc21
35: Cc1ccccc1NC(=S)NC(NC(=O)COc1ccccc1)C(Cl)(Cl)Cl (centres undefined)
36: CCOC(=O)N1CCN(C(=O)/C=C/c2ccc(C(C)(C)C)cc2)CC1
37: COc1ccc(N2CCN(Cc3cc(OC)c(O)c([N+](=O)[O-])c3)CC2)cc1
38: O=[N+]([O-])c1cccnc1N1CCCCC1
39: COc1ccc(NC(=O)COC(=O)CC2CCCCC2)cc1
40: O=C(c1cc2c(s1)CCCCC2)N1CCN(c2ncccn2)CC1

Compound	33	34	35	36	37	38	39	40
LmPK inhibitor	-6%	-4%	0%	0%	-2%	5%	nt	5%
TbPYK inhibitor	10%	0%	0%	-2%	17%	-7%	0%	-1%
Pf growth 48h	-10%	12µM*	-13%	0%	36%[activator]	20%	-10%	19%
CHX counter	10	17	-3	5	-1	-1	nt	9
Shiga toxin inh	18	41	-14	-12	20	-6	nt	19
AMA1-RON2 inh	-2%	7%	3%	-18%	9%[11.6 µM]	-22%	-6%	12%
Pf growth 96h	?	?	?	170%[activator]	42%[activator]	112%[activator]	-16%	nt

41: Cc1ccc(S(=O)(=O)c2c(COC(=O)c3cccc(Cl)c3)c(-c3ccccc3)nn2C)cc1
42: CCCCN1CC(=O)N2[C@H]3c4ccc(OC)cc4OC[C@@H]3[C@H](C(=O)OCC)[C@]2(C)C1=O
43: CCOc1cc(/C=C(\C#N)c2nc3ccccc3[nH]2)ccc1OC(C)C(=O)O (centres undefined)
44: CNC(=O)c1cc2c(-c3ccccc3)nn(C)c2s1
45: Cn1cccc1/C=N/NC(=O)c1cc(-c2cccs2)nc2ccccc12
46: COc1ccc(C(C[N+](=O)[O-])n2nc(C)cc2C)cc1 (centres undefined)
47: C/C(=C1\SC(N2CCOCC2)=NC1=O)c1ccccc1
48: Cc1ccc(N2CC(c3nc4ccccc4n3C)CC2=O)cc1 (centres undefined)

Compound	41	42	43	44	45	46	47	48
LmPK inhibitor	6%	nt	-2%	-4%	1%	-1%	-1%	2%
TbPYK inhibitor	3%	-4%	-3%	5%	6%	?	2%	2%
Pf growth 48h	nt	-20%	-22%	-18%[0.00184 µM]	6%	2%	?	26%
CHX counter	-6	nt	30*	-2	-2	0	1	7
Shiga toxin inh	-10	nt	77*	17	15	14	13	-6
AMA1-RON2 inh	0%	1%	28%	2%	-34%	10%	-5%	-4%
Pf growth 96h	?	?	17%	-20%	-27%	24%	?	-13%

Single entries from the entries so far:
compound 48 in LmPK inhibitor is entered as 2%
compound 43 in LmPK inhibitor is entered as -2%
compound 45 in Pf growth 96h is entered as -27%

Compounds shown so far with a thiophene ring, fused or not (six):
2: NC(=O)c1c(NC(=O)CCCn2cnc([N+](=O)[O-])n2)sc2c1CCCC2
4: C=CCn1c(SCC(=O)NC2CC2)nnc1-c1cccs1
13: COc1ccc(C(=O)COC(=O)CCn2nnc(-c3cccs3)n2)cc1
40: O=C(c1cc2c(s1)CCCCC2)N1CCN(c2ncccn2)CC1
44: CNC(=O)c1cc2c(-c3ccccc3)nn(C)c2s1
45: Cn1cccc1/C=N/NC(=O)c1cc(-c2cccs2)nc2ccccc12

Compound	2	4	13	40	44	45
LmPK inhibitor	2%	-9%	-2%	5%	-4%	1%
TbPYK inhibitor	?	0%	1%	-1%	5%	6%
Pf growth 48h	35%[activator][5.75 µM]	18%	26%	19%	-18%[0.00184 µM]	6%
CHX counter	1	3	-2	9	-2	-2
Shiga toxin inh	5	-29	-12	19	17	15
AMA1-RON2 inh	-8%	-1%	15%	12%	2%	-34%
Pf growth 96h	22%	28%	nt	nt	-20%	-27%

Other entries
49: Cc1ccc(SCCN2CCC(O)CCC2=O)cc1 (centres undefined)
50: CC(Nc1ncnc2ccccc12)c1ccccc1 (centres undefined)
51: COc1cc(CC(=O)Nc2ccccc2N2CCCCC2)cc(OC)c1OC
52: CCOC(=O)C(C(=O)OCC)=C1OC(=O)c2ccccc21
53: COc1ccc(C2=NN(C(=O)c3cccs3)C(c3ccccc3O)C2)cc1 (centres undefined)
54: CCc1ccc2[nH]c3nc(N/N=C/c4ccc(O)cc4O)nnc3c2c1
55: CCOC(=O)CC1=NS(=O)(=O)c2ccccc2N1
56: O=C1CCC(C(=O)N2CCCC(C(=O)c3ccc4c5c(cccc35)CC4)C2)=NN1 (centres undefined)

Compound	49	50	51	52	53	54	55	56
LmPK inhibitor	-4%	-2%	2%	3%	-2%	-6%	-7%	5%
TbPYK inhibitor	3%	-1%	-4%	2%	-3%	-2%	-20%	-8%
Pf growth 48h	27%	-3%	?	nt	10µM*	8.3µM*	11%	20%
CHX counter	19	-3	-1	-2	26*	-2	-4	16
Shiga toxin inh	11	-7	-22	-25	87	nt	16	20
AMA1-RON2 inh	8%	10%	3%	-10%	1%	54%[activator]	0%	-7%
Pf growth 96h	42%[activator]	-36%	?	-14%	?	10%	0%	?
